High-throughput results deposited in PubChem by National Center for Advancing Translational Sciences (NCATS).
RXFP1 agonist – RXFP1 (human) receptor agonism | HEK293T-RXFP1 cAMP TR-FRET, 30 min; response scale: percent of porcine relaxin response, buffer zero | Potency, µM (series often up to 57.5 µM), without a hit: top-dose activation, actives largely listed as activators | 0.3% of 370,000 active; note: potency is the fitted concentration of half-maximal effect; % is set by controls: 0 for no effect and ±100 for the full control effect; nearly all actives have a fitted effect of over 60% in size; many of its hits are not listed in these tables
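HEK293T cells stably expressing RXFP1 were pretreated with the PDE4 inhibitor Ro 20174, exposed to compounds for 30 min at 37C, lysed, and cAMP was read by TR-FRET. Data normalized to buffer (basal) and 29 nM porcine relaxin (100%).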
Vif-APOBEC3F blk – blocks the Vif interaction with APOBEC3F | HeLa A3F-eYFP + Vif (tagged APOBEC3F with the HIV-1 protein that degrades it), YFP fluorescence increase | Potency, µM (series often up to 46.1 µM), inactives show at the highest dose activity, negative = active | 0.2% of 390,000 active; note: potency is the fitted concentration of half-maximal effect; % of control where 0% means no effect; nearly all actives have a fitted effect of over 65% in size
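Fluorescence increase (Ex 488/Em 500-530) after overnight compound treatment at 37 deg C flags inhibition of Vif-driven A3F-eYFP loss in stable HeLa A3F-eYFP/Vif cells seeded overnight beforehand.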
D1 potentiator – enhances dopamine response at the human D1 receptor | P21728 | HEK293 TREx D1 cells, calcium flux, dopamine EC20 potentiation | potentiation, % at 10 µM | 0.036% of 360,000 active; in the data active = potentiation above about 30%; note: 0% is about no effect
Target sequence (P21728 whole entry, looked up): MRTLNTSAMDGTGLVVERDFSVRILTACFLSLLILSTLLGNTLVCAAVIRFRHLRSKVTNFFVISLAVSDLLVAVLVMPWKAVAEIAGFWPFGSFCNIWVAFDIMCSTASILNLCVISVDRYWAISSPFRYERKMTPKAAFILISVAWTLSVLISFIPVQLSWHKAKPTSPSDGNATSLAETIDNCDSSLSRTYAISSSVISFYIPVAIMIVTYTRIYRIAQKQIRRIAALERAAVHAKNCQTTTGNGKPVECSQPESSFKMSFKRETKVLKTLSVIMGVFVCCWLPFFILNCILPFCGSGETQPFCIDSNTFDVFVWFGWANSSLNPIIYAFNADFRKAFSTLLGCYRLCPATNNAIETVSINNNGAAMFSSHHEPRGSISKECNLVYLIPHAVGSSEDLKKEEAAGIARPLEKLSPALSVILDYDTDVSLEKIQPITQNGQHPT
GRP78 ERSR act – inducers of ER stress response in human glioma cells; Potency, µM, without a hit: top-dose activation, hits mostly activators; 0.02% of 420,000 active; U87-MG GRP78 promoter luciferase reporter, 16 h; note: potency is the fitted concentration of half-maximal effect; series mostly up to about 76 µM; % of control where 0% means no effect; nearly all actives have a fitted effect of over 35% in size
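ERSR induction read as luciferase luminescence (Bright-Glo, 10 min at room temperature) in stably transfected human U87-MG glioma cells exposed to compounds for 16 h, using GRP78 as sensor.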
LDHA inh – blocks human lactate dehydrogenase A. P00338. purified LDHA, NADH/diaphorase-resazurin fluorescence; hits give low values. activity change, % (values are at about 110 or 230 µM). 0.15% of 480,000 active. AID 1347041; in the data active = activity change below about -30%;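 note: plate controls were DMSO wells for no effect and wells without enzyme for full effect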
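Resorufin fluorescence (ex540/em590), read at 0 and 20 min after diaphorase/resazurin addition, reports the NADH left after a 5 min room-temperature reaction of 2 nM human LDH5 with 0.06 mM NADH and 0.2 mM pyruvate.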
D1 antagonist – antagonists of human D1 dopamine receptor; 3.2% of 360,000 active; activity change, negative = inhibition, % at 10 µM; HEK293 TREx D1 cells, calcium flux, dopamine EC80; hits give low values; P21728; in the data active = activity change below about -30%; note: % is set by controls: 0 for no effect and ±100 for the full control effect
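Inducible Hek293 Trex D1 cells (tetracycline, overnight, 30 C). Calcium dye 30–90 min RT. Antagonist mode: EC80 dopamine added after 180 s compound read.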
D2 potentiator – D2 dopamine receptor (human) potentiation; HEK293 T-REx D2, calcium flux, EC20 dopamine potentiation; P14416; potentiation, % at 10 µM; 0.34% of 340,000 active; AID 485347;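 active = potentiation over 3 SD above the plate norm, cut at about 30% in these data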; note: 0% is about no effect
Target sequence (P14416 whole entry, looked up): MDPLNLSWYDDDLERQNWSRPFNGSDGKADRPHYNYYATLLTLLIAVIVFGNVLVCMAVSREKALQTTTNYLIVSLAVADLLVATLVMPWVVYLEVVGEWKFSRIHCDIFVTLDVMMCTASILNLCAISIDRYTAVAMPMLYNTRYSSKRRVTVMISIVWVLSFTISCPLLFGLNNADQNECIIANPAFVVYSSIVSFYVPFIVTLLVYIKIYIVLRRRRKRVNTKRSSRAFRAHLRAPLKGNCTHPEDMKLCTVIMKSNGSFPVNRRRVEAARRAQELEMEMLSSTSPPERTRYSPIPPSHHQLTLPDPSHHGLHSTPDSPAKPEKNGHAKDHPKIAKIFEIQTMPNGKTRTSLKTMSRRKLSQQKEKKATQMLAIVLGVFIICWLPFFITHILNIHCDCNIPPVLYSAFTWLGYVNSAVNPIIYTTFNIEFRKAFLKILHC
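Potentiation of an EC20 dopamine calcium response is measured in a force-coupled, tetracycline-inducible Hek293 Trex D2 line. Compound-only kinetic reads over 180 s flag agonists before dopamine addition.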
Vif-APOBEC3G blk – inhibitors of Vif-APOBEC3G interaction; Potency, µM (doses to about 46.1 µM), inactives show at the highest dose activity, negative = active, actives largely listed as inhibitors; HeLa A3G-eYFP + Vif (tagged APOBEC3G with the HIV-1 protein that degrades it), YFP fluorescence, overnight; Q9HC16; 0.076% of 410,000 active;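 note: potency is the fitted concentration of half-maximal effect; % is set by controls: 0 for no effect and ±100 for the full control effect; nearly all actives have a fitted effect of over 60% in size; hits raise eYFP signal because A3G escapes Vif-driven loss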
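Read-out is eYFP fluorescence (Ex 488/Em 500-530) from Vif-expressing HeLa A3G-eYFP cells; more signal means A3G escaped Vif-mediated degradation. Cells plated overnight, compound pinned in, incubated overnight at 37 deg C.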
D1 agonist – human D1 receptor agonism; P21728; AID 504660; 1% of 360,000 active; HEK293 T-REx D1 cells, calcium flux, agonist mode; activation, % at 2 µM; in the data active = activation above about 30%; note: 0% is about no effect
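Inducible HEK293 T-REx D1 cells, force-coupled to calcium signalling, were plated at 4000 cells/well with tetracycline and held overnight at 30 C. After no-wash calcium dye loading, compound-evoked calcium rise over 180 s flagged agonists.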
Active calls of the source: *; & = joins results of further samples. Unless noted, calls come from the whole dose curve; as a rule, active = well fitted curve in the direction sought with a large enough effect; inconclusive = small, poorly fitted or top-dose-only effect, or another doubt; inactive = no such curve, though single readings can be large; an effect the other way counts as inactive or inconclusive. A portion of the library; the hit share may differ from the screen's.

Screening CCOC(=O)c1nnsc1NC(C)=O returned RXFP1 agonist 0.6%, Vif-APOBEC3F blk -25%, D1 potentiator 1, GRP78 ERSR act -4%, LDHA inh -2, D1 antagonist 1, D2 potentiator -2, Vif-APOBEC3G blk -1% and D1 agonist 3.
`CCOC(=O)C1CCCN(C(=O)c2cc(-c3ccccc3)on2)C1` (configuration not stated) gave RXFP1 agonist 2.0%, Vif-APOBEC3F blk -4%, D1 potentiator 4, GRP78 ERSR act -4%, LDHA inh 0, D1 antagonist -21, D2 potentiator -9, Vif-APOBEC3G blk 0% and D1 agonist 6.
For COC(=O)c1c(NC(=O)COc2ccc(C)cc2Br)sc2c1CCCC2 the results were RXFP1 agonist 2.9%, Vif-APOBEC3F blk -1%, D1 potentiator 1, GRP78 ERSR act -2%, LDHA inh 2, D1 antagonist 15, D2 potentiator 7, Vif-APOBEC3G blk 1% and D1 agonist 3.
For Cc1ccc(S(=O)(=O)CC(C)N2CCN(C3CCCCC3)CC2)cc1 (configuration not stated) the results were RXFP1 agonist 0.2%, Vif-APOBEC3F blk -2%, D1 potentiator -7, GRP78 ERSR act -3%, LDHA inh -11, D1 antagonist -28, D2 potentiator -3, Vif-APOBEC3G blk 1% and D1 agonist 6.
`CN(C)S(=O)(=O)N(CC(=O)Nc1ccccc1)c1ccccc1` gave RXFP1 agonist 1.2%, Vif-APOBEC3F blk -5%, D1 potentiator -3, GRP78 ERSR act 4%, LDHA inh -6, D1 antagonist 5, D2 potentiator -5, Vif-APOBEC3G blk 0% and D1 agonist 7.
For CC1(C)CC(=O)c2cnc(N)nc2C1 the results were RXFP1 agonist -0.9%, Vif-APOBEC3F blk -3%, D1 potentiator -3, GRP78 ERSR act -1%, LDHA inh -2, D1 antagonist -6, D2 potentiator 1, Vif-APOBEC3G blk 1% and D1 agonist 3.
Screening Cc1ccc(-c2csc3ncnc(NCCC(=O)O)c23)cc1C returned RXFP1 agonist 22%, Vif-APOBEC3F blk 0%, D1 potentiator -3, GRP78 ERSR act -2%, LDHA inh -4, D1 antagonist 42, Vif-APOBEC3G blk -2% and D1 agonist 7.
Screening C[C@@H]1CN([C@@H](C)CO)C(=O)CCCn2cc(nn2)CO[C@H]1CN(C)C(=O)Oc1ccccc1 returned Vif-APOBEC3F blk -2%, GRP78 ERSR act 0%, LDHA inh -3 and Vif-APOBEC3G blk 1%.
COC(=O)c1ccc(N2CCN(C)CC2)c(NC(=O)COc2cccc(C)c2)c1 was read as RXFP1 agonist 2.8%, Vif-APOBEC3F blk 8%, D1 potentiator 1, GRP78 ERSR act -3%, LDHA inh 1, D1 antagonist -1, Vif-APOBEC3G blk -7% and D1 agonist 1.
Screening CCC(C)N1CCNCC1 (configuration not stated) returned RXFP1 agonist 2.5%, Vif-APOBEC3F blk 7%, D1 potentiator 3, GRP78 ERSR act -5%, LDHA inh -8, D1 antagonist 0, D2 potentiator 12, Vif-APOBEC3G blk -1% and D1 agonist 1.
Screening CC12CC3CC(C)(C1)CC(C(=O)Nc1nncs1)(C3)C2 returned RXFP1 agonist 4.5%, Vif-APOBEC3F blk -3%, D1 potentiator -3, GRP78 ERSR act -6%, LDHA inh 3, D1 antagonist 10, D2 potentiator 1, Vif-APOBEC3G blk -5% and D1 agonist 1.
For CC1=C(C(=O)O)N2C(=O)C(NC(=O)c3nn(C)cc3Cl)C2SC1 (configuration not stated) the results were RXFP1 agonist 0.9%, Vif-APOBEC3F blk -3%, D1 potentiator 0, GRP78 ERSR act -4%, LDHA inh 0, D1 antagonist 22, D2 potentiator 16, Vif-APOBEC3G blk 0% and D1 agonist 1.
Cc1ccc(C(NC(=O)Nc2ccccn2)C(Cl)(Cl)Cl)cc1F (configuration not stated) was read as RXFP1 agonist -1.6%, Vif-APOBEC3F blk 3%, D1 potentiator -2, GRP78 ERSR act -3%, LDHA inh -3, D1 antagonist -5, D2 potentiator -9, Vif-APOBEC3G blk 0% and D1 agonist 14.
`CC(C)C(=O)NCCc1nc2ccccc2n1CCc1ccccc1` gave RXFP1 agonist 2.9%, Vif-APOBEC3F blk 7%, D1 potentiator 0, GRP78 ERSR act 1%, LDHA inh 1, D1 antagonist -8, D2 potentiator -2, Vif-APOBEC3G blk -1% and D1 agonist 1.
COc1ccc(C2(C(=O)Nc3cc(C)on3)CCOCC2)cc1 was read as RXFP1 agonist -0.1%, Vif-APOBEC3F blk -6%, D1 potentiator -1, GRP78 ERSR act -8%, LDHA inh -4, D1 antagonist -60*, D2 potentiator -9, Vif-APOBEC3G blk 0% and D1 agonist -1.
Screening Brc1ccc2c(c1)CN1CCCC1=N2 returned RXFP1 agonist 2.4%, Vif-APOBEC3F blk 0%, D1 potentiator -2, GRP78 ERSR act -5%, LDHA inh -2, D1 antagonist -14, D2 potentiator -6, Vif-APOBEC3G blk -1% and D1 agonist 2.
`CCOc1ccccc1OCC(=O)Nc1ccc(S(=O)(=O)Nc2ncccn2)cc1` gave RXFP1 agonist 3.7%, Vif-APOBEC3F blk -2%, D1 potentiator 2, GRP78 ERSR act -1%, LDHA inh 0, D1 antagonist -1, D2 potentiator -9, Vif-APOBEC3G blk 0% and D1 agonist -2.
Screening COc1ccccc1-c1ccc(=O)n(CC(=O)NC(C)(C)C)n1 returned RXFP1 agonist -1.9%, Vif-APOBEC3F blk -7%, D1 potentiator -5, GRP78 ERSR act -1%, LDHA inh -6, D1 antagonist -10, D2 potentiator 6, Vif-APOBEC3G blk 2% and D1 agonist 1.
For CCOC(=O)c1oc2ccccc2c1COC(=O)CNC(=O)c1ccccc1 the results were RXFP1 agonist -3.8%, Vif-APOBEC3F blk -20%, D1 potentiator 2, GRP78 ERSR act -2%, LDHA inh 0&-10, D1 antagonist 15, D2 potentiator 11, Vif-APOBEC3G blk -1% and D1 agonist 1.
CC(C)CN=C(NS(=O)(=O)c1ccccc1)C(Cl)(Cl)Cl was read as RXFP1 agonist 0.6%, Vif-APOBEC3F blk 3%, D1 potentiator -1, GRP78 ERSR act -13%, LDHA inh -3, D1 antagonist -10, D2 potentiator 1, Vif-APOBEC3G blk -21% and D1 agonist 4.

Three entries out of the list, arranged by SMILES length, high to low:
`CCOc1ccccc1OCC(=O)Nc1ccc(S(=O)(=O)Nc2ncccn2)cc1` gave RXFP1 agonist 3.7%, Vif-APOBEC3F blk -2%, D1 potentiator 2, GRP78 ERSR act -1%, LDHA inh 0, D1 antagonist -1, D2 potentiator -9, Vif-APOBEC3G blk 0% and D1 agonist -2.
For CC1=C(C(=O)O)N2C(=O)C(NC(=O)c3nn(C)cc3Cl)C2SC1 (configuration not stated) the results were RXFP1 agonist 0.9%, Vif-APOBEC3F blk -3%, D1 potentiator 0, GRP78 ERSR act -4%, LDHA inh 0, D1 antagonist 22, D2 potentiator 16, Vif-APOBEC3G blk 0% and D1 agonist 1.
`CC(C)C(=O)NCCc1nc2ccccc2n1CCc1ccccc1` gave RXFP1 agonist 2.9%, Vif-APOBEC3F blk 7%, D1 potentiator 0, GRP78 ERSR act 1%, LDHA inh 1, D1 antagonist -8, D2 potentiator -2, Vif-APOBEC3G blk -1% and D1 agonist 1.

Remaining list, next part
Screening CCOC(=O)c1ccc(N2CCN(c3ccccc3OC)CC2)c(NC(=O)Nc2ccc(CC)cc2)c1 returned RXFP1 agonist 5.1%, Vif-APOBEC3F blk 0%, D1 potentiator -1, GRP78 ERSR act 0%, LDHA inh 4, D1 antagonist 22, D2 potentiator -3, Vif-APOBEC3G blk 7% and D1 agonist -2.
Screening CN(C(=O)CSc1cc(Cl)ccc1Cl)C1CCS(=O)(=O)C1 (configuration not stated) returned Vif-APOBEC3F blk 2%, GRP78 ERSR act 0%, LDHA inh -2 and Vif-APOBEC3G blk 2%.
Screening COc1ccc(Cl)cc1C(=O)OCC(=O)c1ccc[nH]1 returned RXFP1 agonist 1.6%, Vif-APOBEC3F blk 6%, D1 potentiator -1, GRP78 ERSR act 0%, LDHA inh -10, D1 antagonist -9, D2 potentiator -4, Vif-APOBEC3G blk 4% and D1 agonist 0.
For CCOC(=O)c1c(-c2ccccc2)cn2c(C)cc(C)nc12 the results were RXFP1 agonist 3.7%, Vif-APOBEC3F blk -4%, D1 potentiator -6, GRP78 ERSR act 9%, LDHA inh -3, D1 antagonist -10, D2 potentiator -1, Vif-APOBEC3G blk -4% and D1 agonist 4.
For O=C(Cn1cnc2c(OCc3ccccc3)ncnc21)N[C@H](CO)Cc1cc2ccccc2[nH]1 the results were Vif-APOBEC3F blk 3%, GRP78 ERSR act -4%, LDHA inh -3 and Vif-APOBEC3G blk 4%.
For COC(=O)c1cc(NC(=O)CN2CCOCC2)cc(C(=O)OC)c1 the results were RXFP1 agonist 1.8%, Vif-APOBEC3F blk 4%, D1 potentiator -7, GRP78 ERSR act -2%, LDHA inh -3, D1 antagonist -8, D2 potentiator -7, Vif-APOBEC3G blk -1% and D1 agonist 1.
Screening CC(=O)C1=C(C)Nc2ncnn2C1c1ccc(Cl)cc1Cl (configuration not stated) returned RXFP1 agonist -0.4%, Vif-APOBEC3F blk 1%, D1 potentiator 1, GRP78 ERSR act 1%, LDHA inh 0, D1 antagonist 7, D2 potentiator 7, Vif-APOBEC3G blk 4% and D1 agonist 0.
`COc1ccc(N2CCN(C(=O)CCc3nnc4n(C)c(=O)c5sccc5n34)CC2)cc1` gave RXFP1 agonist 28%, Vif-APOBEC3F blk -1%, D1 potentiator 0, GRP78 ERSR act 1%, LDHA inh -15, D1 antagonist -12, D2 potentiator -2, Vif-APOBEC3G blk 1% and D1 agonist -2.
For Cc1nc(NC(C)c2ccccc2)c2oc3ccccc3c2n1 (configuration not stated) the results were RXFP1 agonist -0.7%, Vif-APOBEC3F blk 0%, D1 potentiator 0, GRP78 ERSR act -4%, LDHA inh 1, D1 antagonist 1, D2 potentiator -8, Vif-APOBEC3G blk 1% and D1 agonist 1.
